From PubChem BioAssay
Keap1 Nrf2 FP: disrupts human Keap1 binding to Nrf2 peptide | Keap1 Kelch-Nrf2 peptide fluorescence polarization, 1536-well | hit rate 0.15% among 340,000 | inhibition, % at 9.4 µM | AID 504523 | Q14145; in the data active = inhibition above about 12%;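 also: human Keap1 Kelch domain with fluorescein labeled Nrf2 9mer peptide probe; 0% = neutral control wells and 100% = peptide positive control; higher means more block of Keap1 binding to Nrf2 peptide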
RTF Ca sens inh: cardiac RTF calcium desensitization | P19429+P45379 | AID 493244 | IANBD-labeled cardiac RTF, Ca2+ fluorescence | inhibition, % at 7.15 µM | hit rate 0.12% among 340,000;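 active = inhibition above the mean inhibition of all tested compounds plus 3 SD, cut at about 17% in these data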;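 also: assay run at fixed EC70 calcium of 1.6 mM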
DSG3 Ab inh: human desmoglein-3 autoantibody binding inhibition. P32926. DSG3-coupled beads, scFv-anti-DSG3-GFP binding, flow cytometry; active compounds read low. binding (percent of control), % at 10 µM. hit rate 0.48% among 310,000. AID 588358;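 active = binding more than 3 SD below its plate's average and above zero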;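 also: hits lower antibody fragment binding to DSG3; some compounds called inactive have numbers as strong as hits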
V-ATPase pHluor: regulators of yeast V-ATPase proton transport | S. cerevisiae, pHLuorin cytosolic pH fluorescence | response, % at 10 µM | hit rate 0.37% among 350,000 | AID 504577; in the data active = response mostly above about 7.3%, no sharp cut-off; inactive = mostly below about 5.4%; also: actives read high; inactives centre near 0; some compounds called inactive have numbers as strong as hits
NSD2 inh: inhibitors of human histone methyltransferase NSD2. inhibition, % at 12.5 µM. hit rate 0.54% among 310,000. NSD2 peptide methylation, AlphaScreen, 120 min; in the data active = inhibition above about 50%
Target sequence (O96028 whole entry, looked up): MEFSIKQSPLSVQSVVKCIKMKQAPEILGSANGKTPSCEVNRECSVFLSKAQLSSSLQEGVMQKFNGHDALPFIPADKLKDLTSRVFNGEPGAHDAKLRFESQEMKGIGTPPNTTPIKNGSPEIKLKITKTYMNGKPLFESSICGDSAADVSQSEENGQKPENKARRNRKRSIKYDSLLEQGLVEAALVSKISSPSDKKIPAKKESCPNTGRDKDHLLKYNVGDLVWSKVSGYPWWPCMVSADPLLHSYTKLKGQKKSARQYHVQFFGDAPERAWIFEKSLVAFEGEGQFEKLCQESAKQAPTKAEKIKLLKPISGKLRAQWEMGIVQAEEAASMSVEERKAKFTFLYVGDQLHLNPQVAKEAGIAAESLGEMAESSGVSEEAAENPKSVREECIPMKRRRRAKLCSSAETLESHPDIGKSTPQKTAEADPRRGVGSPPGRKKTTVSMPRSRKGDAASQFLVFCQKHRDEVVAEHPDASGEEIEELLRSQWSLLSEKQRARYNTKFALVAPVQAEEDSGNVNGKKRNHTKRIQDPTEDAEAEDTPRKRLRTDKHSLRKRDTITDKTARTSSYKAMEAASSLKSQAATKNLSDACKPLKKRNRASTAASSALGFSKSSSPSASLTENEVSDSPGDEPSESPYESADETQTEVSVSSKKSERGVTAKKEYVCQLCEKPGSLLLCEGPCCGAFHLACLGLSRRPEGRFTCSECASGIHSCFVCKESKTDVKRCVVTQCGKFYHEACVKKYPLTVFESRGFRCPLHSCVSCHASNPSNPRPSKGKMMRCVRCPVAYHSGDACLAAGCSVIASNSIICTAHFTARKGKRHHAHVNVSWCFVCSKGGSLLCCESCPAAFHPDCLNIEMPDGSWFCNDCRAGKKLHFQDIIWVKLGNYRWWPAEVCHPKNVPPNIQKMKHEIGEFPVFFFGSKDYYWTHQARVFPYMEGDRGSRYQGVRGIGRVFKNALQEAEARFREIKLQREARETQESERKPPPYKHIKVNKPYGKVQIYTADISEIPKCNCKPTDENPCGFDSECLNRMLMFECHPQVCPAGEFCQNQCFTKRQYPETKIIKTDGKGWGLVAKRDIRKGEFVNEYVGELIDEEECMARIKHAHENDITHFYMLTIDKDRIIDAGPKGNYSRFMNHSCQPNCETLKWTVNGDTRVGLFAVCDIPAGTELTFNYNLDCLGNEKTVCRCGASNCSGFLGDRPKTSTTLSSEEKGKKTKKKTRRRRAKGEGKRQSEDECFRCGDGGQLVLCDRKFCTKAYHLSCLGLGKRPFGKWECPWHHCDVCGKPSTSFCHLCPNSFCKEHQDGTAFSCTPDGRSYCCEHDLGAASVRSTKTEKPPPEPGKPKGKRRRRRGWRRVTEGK
DAGLB inh: diacylglycerol lipase beta (human) inhibition; Q8NCG7; HEK293T DAGLB membrane lysate, EnzChek fluorogenic substrate; inhibition, % at 5.17 µM; hit rate 0.059% among 340,000; AID 504411; in the data active = inhibition above about 34%;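 also: 0% = enzyme with vehicle and 100% = wells lacking enzyme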
C-LANA FP: blocks KSHV LANA C-terminal domain binding to DNA; hit rate 0.078% among 340,000; MBP-C-LANA/FAM-LBS DNA binding, fluorescence polarization; inhibition, % at 9 µM;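 active = highest replicate inhibition at or above 60% at 9 µM, even if other replicates fall short; inactive = all replicates below 60% inhibition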;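 also: 0% = neutral control wells and 100% = 4 µM acridine orange control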
CAL PDZ FP-1: human CAL PDZ-peptide interaction inhibition; purified CAL PDZ, TMR-peptide fluorescence polarization, 1 h; AID 504414; inhibition, % at 20 µM; hit rate 0.02% among 330,000; Q9HD26;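 active = highest replicate inhibition of at least 40%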;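 also: plate controls were DMSO neutral control wells for no effect and unlabeled competitor peptide control wells for full effect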
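material = purified tagged CAL PDZ domain construct (CerCALP) | buffer or medium = sodium phosphate/NaCl buffer pH 7.4 with TCEP, IgG, Thesit | reagent = TMR-labelled reporter peptide T*-PRC34 bound in PDZ groove | incubation = 1 h room-temperature incubation prior to read | measured by = fluorescence polarization (mP) | evaluation = percent inhibition from loss of millipolarization | control set = unlabelled peptide and DMSO controls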
Arr AP2 block: inhibitors of human beta-arrestin and AP2 interaction. FITC-arrestin peptide / GST-AP2 beads, flow cytometry; AP2 beta2 appendage carries R879A mutation. inhibition, % at 10 µM. hit rate 0.31% among 340,000;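 active = inhibition above a set limit, near 3 SD of compounds lacking own fluorescence, cut at about 54% in these data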;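 also: plate controls were DMSO wells for no effect and 5 µM unlabelled arrestin peptide for full effect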
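Measured by: flow cytometry, FL1 (488/535 nm); Material: AP2 appendage R879A on GSH beads; Evaluation: percent response; Timing: pre-incubation 12 min, peptide binding 1 h, room temperature; Also added: 50 nM FITC-arrestin peptide; Medium: PBS with 0.05% Tween 20 and 0.1% BSA.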
CAL PDZ FP-2: inhibitors of human CAL PDZ peptide binding | Q9HD26 | purified CAL PDZ, TMR-peptide fluorescence polarization, 1 h | inhibition, % at 24.9 µM | hit rate 0.92% among 300,000 | AID 602252;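 active = mean inhibition of at least 30% with at least half of replicates also reaching 30%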;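 also: 0% = DMSO neutral control and 100% = excess unlabeled competitor peptide PRC23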
Starred values were filed as active, the others as inactive; / = not tested or not shown. Not all compounds are listed, so the mix of outcomes need not match the whole.

SMILES	Keap1 Nrf2 FP	RTF Ca sens inh	DSG3 Ab inh	V-ATPase pHluor	NSD2 inh	DAGLB inh	C-LANA FP	CAL PDZ FP-1	Arr AP2 block	CAL PDZ FP-2
CC(C)CC1=C/C(=C/c2ccc(-c3ccccc3)o2)C(=O)O1	-9	16	96	-3	/	16	5.0	-0.3	5	-5
O=C(CN1C(=O)NC(Cc2c[nH]c3ccccc23)C1=O)Nc1ccc(F)cc1F (configuration not stated)	-6	2	89	2	0	0	0.6	-1.4	-5	7
COC(=O)c1ccc(NC(=S)NCCc2cccc(C)c2)cc1	-5	-7	84	-1	0	-12	-0.1	0.2	20	-1
S=C(NNc1ccnc2cc(Cl)ccc12)Nc1ccc(Cl)cc1Cl	-2	-5	96	0	2	-1	-0.8	-0.3	8	12
CN(C(=O)COC(=O)C1COc2ccccc2O1)C1(C#N)CCCCC1 (configuration not stated)	-3	2	/	-1	-3	-3	0.9	-0.5	5	-1
CC(=O)Oc1ccc(/C=N/NS(=O)(=O)c2ccccc2)cc1	-1	-13	100	3	1	-3	-1.0	-0.1	-14	0
COc1ccc(CN(CC(=O)NCc2ccccc2)C(=O)CCC(=O)Nc2nccs2)cc1	-6	-7	90	4	-1	0	-2.9	-2.0	0	-2
CCOc1cc(N2CCOCC2)c(OCC)cc1NC(=O)c1c(-c2ccccc2)noc1C	-1	2	94	1	23	-5	0.3	-0.7	50	/
O=C(Nc1ccccc1F)c1ccc(S(=O)(=O)NCC2CCCO2)cc1 (configuration not stated)	-4	9	102	0	4	3	-2.0	-2.7	-4	18
C=CCNc1cnn(CC(C)=O)c(=O)c1Br	-1	-1	100	-4	0	0	-1.1	-0.9	18	9
O=C(CSc1nnc(-c2cccs2)o1)N1CCOCC1	2	-6	98	-4	1	1	-0.3	-1.8	0	2
Cc1ccc(S(=O)(=O)NC2=NCN(C(C)C)CN2)cc1	-3	-8	107	-1	4	-1	1.3	-1.8	24	0
COc1ccc(NC(=O)Nc2ccc(F)cc2F)cc1	1	0	92	1	-1	-4	-0.4	-1.6	9	0
COc1cc(N(C)C)ccc1C=c1c2ccccc2n2c1cc(-c1ccccc1)[n+]2C	-13	-9	68	-4	85*	34	-32	38	15	-15
O=C(O)CSc1ccc(NC(=O)Nc2ccccc2F)cc1	2	1	88	4	0	0	0.6	0.6	34	4
COc1ccccc1NC(=O)CNC(=O)c1ccc(F)cc1	-4	-7	102	-1	-1	-1	-0.9	-0.3	-8	-4
Cn1cnnc1SCC(=O)Nc1ccc2nc(SCc3ccccc3F)sc2c1	-1	-17	97	1	1	-3	-1.3	-1.3	7	-5
Cc1ccc(NC(=S)NCc2ccccn2)cc1	-1	-12	93	5	-1	-1	0.5	-1.7	1	0
O=C(CN1CCOCC1)Nc1nc2ccc(Br)cc2s1	-1	1	97	0	0	1	2.3	-3.1	0	-4
O=C(CCC1CCN(Cc2ccc(C#CCCO)cc2)CC1)NC1CC1	-2	1	103	3	-2	-6	-0.2	0.5	37	-1
O=C(COc1ccc2ccccc2c1)NNC(=O)c1cnccn1	-3	-7	93	5	/	4	0.2	-0.6	-12	-1
O=C(COc1ccccc1Cl)Nc1ccc(NC(=O)c2ccco2)cc1	2	-8	109	-2	-1	-1	-0.8	-0.4	18	6
Cc1nc(SCC(=O)NCC2CCCO2)c2oc3ccccc3c2n1 (configuration not stated)	-6	2	93	4	/	1	-0.4	-2.0	3	-3
COc1ccc(-n2cc(-c3ccccc3)[n+]3c2CCCCC3)cc1	-1	-3	104	0	-2	0	0.3	-0.7	0	2
COc1ccc(C(=O)NC(=S)Nc2cccc3ncccc23)cc1[N+](=O)[O-]	-1	-3	116	-5	0	-2	-0.1	-0.7	4	/
Additional results:
SMILES	Keap1 Nrf2 FP	RTF Ca sens inh	DSG3 Ab inh	V-ATPase pHluor	NSD2 inh	DAGLB inh	C-LANA FP	CAL PDZ FP-1	Arr AP2 block	CAL PDZ FP-2
CN(C)CCCNc1nc(-c2ccc(Cl)cc2)nc2ccccc12	-4	3	101	0	1	1	-3.3	-4.9	-16	-8
COC(=O)c1cc(NC(=O)c2ccc(OC)cc2)c(=O)oc1C	1	-7	102	-1	2	-1	2.2	-2.0	1	3
COc1ccc(N=Nc2ccc(CO)cc2)cc1	-3	1	114	6	/	6	/	-1.0	7	/
Cc1ccn(S(=O)(=O)c2ccc(C(C)(C)C)cc2)n1	-4	-5	92	-6	-5	-2	-1.5	-0.5	-3	3
Cc1ccc(S(=O)(=O)NCCC(=O)NCc2ccco2)cc1	-2	2	91	0	-1	-1	-2.0	-1.3	-3	0
CN(Cc1ccccc1)C(=O)C1CCN(Cc2ccc(F)cc2)CC1	2	-4	104	-8	0	0	-0.6	-2.2	21	-1
COc1cccc(C(=O)Nc2ccc3c(c2)OCO3)c1OC	0	-3	104	-3	-2	-2	0.4	-2.7	-5	-1
Cc1cccc(N(CC(=O)NCc2ccc(F)cc2)C(=O)c2ccco2)c1	-2	6	98	-3	8	-3	-0.9	-1.7	18	-1
COc1ccc(N/N=C(\C#N)C(=O)NCCc2ccc(OC)c(OC)c2)cc1	-1	0	/	-4	-1	3	0.7	0.4	13	-4
Fc1ccc(-c2ccc(CNCc3ccccn3)o2)cc1Cl	2	-8	141	-1	5	-3	3.1	18	-9	53*
CC1CN(S(=O)(=O)c2cccc(C(=O)OC(C)C(=O)NC3CCCCC3C)c2)CC(C)O1 (configuration not stated)	-5	-3	105	6	1	0	-0.9	0.2	-2	-1
CCOc1cc(C(=O)NC)cc(OCC)c1OCC	2	8	100	3	/	-1	-0.9	0.4	4	-3
CCOc1ccc(CCNC(=O)C2CC(=O)N(c3ccccc3OCC)C2)cc1OCC (configuration not stated)	-4	-5	105	1	0	1	-1.6	-2.2	-18	-1
CC(C)C(=O)N1CCN(c2nc3ccc(Cl)cc3s2)CC1	-1	-6	/	-1	-3	1	-0.5	-3.2	-12	-7
COc1ccc(C(=O)Nc2cccc(C)c2)cc1	-1	2	102	2	-1	-1	0.7	-1.4	3	-1
COc1ccc(NC(=O)COc2cc(O)c3c(c2)OC(C)(C)CC3=O)cc1	-2	-8	108	5	/	-5	2.0	-1.5	20	-1
Cc1cccc(/C=C(\C(=O)C(=O)O)c2ccc3ccccc3n2)c1	-3	-32	104	-1	5	-1	2.7	-0.8	5	-4
O=c1c(N2CCOCC2)c(N2CCOCC2)c1=O	-5	3	112	0	-1	-1	0.0	-0.4	-12	/
O=C(Nc1cc2ccccc2oc1=O)c1ccccc1	-3	/	98	1	1	/	-0.8	-0.4	2	4
CN(CCO)C(=O)c1c(NC(=O)c2ccccc2)sc2c1CCCC2	-4	-4	99	-3	-1	1	1.4	-8.5	-27	0
CC(C)Cc1nnc(NC(=O)CCC(=O)N2CCN(Cc3ccc(Cl)cc3)CC2)s1	-1	-6	106	2	10	0	1.3	-1.4	31	0
CS(=O)(=O)N(CC(=O)NCc1ccc2c(c1)OCO2)c1cccc(Cl)c1	-1	-1	96	-2	106*	-3	0.7	-1.0	-11	3
O=S(=O)(Nc1ccc2c(c1)OCCO2)c1c(F)cccc1F	1	-2	109	-1	-3	1	-0.2	-2.9	59*	-3
CCc1nc(NCCO)c(C#N)c2c1CCCC2	-6	0	104	0	-1	0	-0.6	-1.1	3	-6
COc1cc(C(=O)N(C)C2CCCCC2)cc(OC)c1OC	/	/	107	-2	-2	1	/	/	/	/

Given with values under each structure: part of the list above.
Second line of a record – Keap1 Nrf2 FP | RTF Ca sens inh | DSG3 Ab inh | V-ATPase pHluor | NSD2 inh | DAGLB inh | C-LANA FP | CAL PDZ FP-1 | Arr AP2 block | CAL PDZ FP-2
CCOc1cc(N2CCOCC2)c(OCC)cc1NC(=O)c1c(-c2ccccc2)noc1C
 : -1 | 2 | 94 | 1 | 23 | -5 | 0.3 | -0.7 | 50 | /
COc1ccccc1NC(=O)CNC(=O)c1ccc(F)cc1
 : -4 | -7 | 102 | -1 | -1 | -1 | -0.9 | -0.3 | -8 | -4
COc1ccc(-n2cc(-c3ccccc3)[n+]3c2CCCCC3)cc1
 : -1 | -3 | 104 | 0 | -2 | 0 | 0.3 | -0.7 | 0 | 2

Continuation.
SMILES	Keap1 Nrf2 FP	RTF Ca sens inh	DSG3 Ab inh	V-ATPase pHluor	NSD2 inh	DAGLB inh	C-LANA FP	CAL PDZ FP-1	Arr AP2 block	CAL PDZ FP-2
O=C(Cc1c(F)cccc1Cl)NC1CCN(Cc2ccccc2)CC1	-6	-7	105	-2	-1	-2	-1.4	-1.2	-2	/
COc1ccccc1OS(=O)(=O)c1ccc(NC(C)=O)cc1	3	-2	105	5	-4	-1	-0.7	-0.6	-5	6
O=C(O)c1c[nH]c(=O)c2ccccc12	0	-13	83	-2	-2	2	0.3	-1.2	-1	-5
CSCc1cc(N2CCOCC2)nc(SCc2ccc(Cl)cc2Cl)n1	2	-8	121	-3	5	-6	0.7	-1.7	-7	-2
Cc1cc(OCC(=O)NCCc2ccc(S(N)(=O)=O)cc2)c2c(C)c(C)c(=O)oc2c1	-3	-5	/	1	-3	0	-1.3	-2.4	4	-3
O=C(Nc1cc(-c2ccccc2)[nH]n1)c1ccc(Cl)cc1	-6	-5	116	2	19	0	2.3	-1.3	-2	/
Cc1ccccc1-n1ncc2c1CC(C)(C)CC2NC(=O)CCC(F)(F)F (configuration not stated)	-4	-13	95	0	-3	-1	0.1	-0.9	11	12
CCOC(=O)c1nn(-c2ccc(Cl)cc2C)ccc1=O	0	1	108	4	-1	0	-0.2	-0.1	9	-4
CN(C)CCCN1CC(=O)N2[C@@H](Cc3c([nH]c4ccccc34)C2(C)C)C1=O	0	-1	99	-1	2	-2	-0.6	-0.7	3	-3
CCOC(=O)N1CCN(C(=O)CSc2nc3c(cnn3-c3ccccc3)c(=O)[nH]2)CC1	3	-5	95	2	/	3	0.7	-0.4	0	/
CC(=O)Nc1ccc2c(c1)ncn2C	-8	-6	/	2	-1	-2	0.9	-2.3	1	/
C/C(=N\NC(=O)CSc1nc(C)cc(C)n1)c1cccs1	4	-8	93	-3	-4	-1	1.3	-0.7	10	2
O=C(Nc1ccc2c(c1)OCO2)[C@@H]1CCCN1S(=O)(=O)c1cccc2cccnc12	-3	-9	100	9	/	2	0.3	-0.4	0	-6
CCOC(=O)CC1COc2ccccc2N1C(=O)c1cccc([N+](=O)[O-])c1 (configuration not stated)	-3	-5	95	-2	1	-4	-2.2	-0.3	40	-2
S=C(Nc1ccccc1)N1CCc2ccccc21	-2	0	125	-1	1	1	1.8	-1.0	-3	-3
O=C(CN(Cc1ccco1)Cc1ccco1)Nc1cc(S(=O)(=O)N2CCCCC2)ccc1Cl	-7	4	110	-3	4	-5	-2.7	-0.2	-5	/
COc1cc(SC)ccc1C(=O)NCCNC(=O)c1nonc1N	-9	-6	123	-3	0	-2	-3.7	-1.1	3	/
CCC(C)NCC(=O)Nc1sc2c(c1C(N)=O)CCC2 (configuration not stated)	-1	1	98	0	-1	1	-1.0	-0.4	-1	2
O=C(CSC1=NCCS1)Nc1ccc(S(=O)(=O)N2CCCCCC2)cc1	4	-6	104	-1	/	-8	0.0	-0.8	8	-1
